BAP1 block – inhibitors of BAP1 deubiquitinase, primary screen, biochemical, Ub-AMC fluorescence, kinetic; Ubiquitin carboxyl-terminal hydrolase BAP1 (Homo sapiens), Q92560; recombinant BAP1, Ub-AMC hydrolysis fluorescence kinetic; hits give low values; activity remaining (% of control), % at 20 µM; hit rate 0.48% among 72,000; AID 436, 2006;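 active means activity remaining at or below 50% of control, provided the compound also passes the data quality filters; inactive means the rest, including low values that fail the filters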;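 further: 100% = DMSO wells rate and 0% = substrate alone blank rate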
Target sequence (Q92560 whole entry, looked up): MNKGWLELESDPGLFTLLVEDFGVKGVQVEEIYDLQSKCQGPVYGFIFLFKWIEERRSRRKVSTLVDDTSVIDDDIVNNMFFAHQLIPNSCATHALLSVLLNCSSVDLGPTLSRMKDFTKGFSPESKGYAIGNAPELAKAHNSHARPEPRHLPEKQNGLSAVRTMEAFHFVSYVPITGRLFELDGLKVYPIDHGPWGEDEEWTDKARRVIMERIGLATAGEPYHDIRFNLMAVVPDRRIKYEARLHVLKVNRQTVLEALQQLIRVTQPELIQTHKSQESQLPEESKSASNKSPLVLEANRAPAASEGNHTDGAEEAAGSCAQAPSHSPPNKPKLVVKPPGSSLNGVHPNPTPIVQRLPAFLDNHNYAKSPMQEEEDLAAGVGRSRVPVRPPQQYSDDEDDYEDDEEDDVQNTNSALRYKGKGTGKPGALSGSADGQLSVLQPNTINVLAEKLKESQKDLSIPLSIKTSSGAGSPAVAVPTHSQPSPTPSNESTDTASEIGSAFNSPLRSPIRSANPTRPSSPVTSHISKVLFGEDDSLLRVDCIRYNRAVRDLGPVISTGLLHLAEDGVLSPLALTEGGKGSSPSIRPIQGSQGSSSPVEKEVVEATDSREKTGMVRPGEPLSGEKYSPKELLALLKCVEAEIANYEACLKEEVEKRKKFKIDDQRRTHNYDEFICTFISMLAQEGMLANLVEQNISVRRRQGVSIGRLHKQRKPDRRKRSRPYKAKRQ
HePTP inhibitor – inhibitors of human HePTP phosphatase, primary screen, biochemical, absorbance, leukemia target; hit rate 0.64% among 110,000; AID 521, 2006; inhibition, % at 20 µM; recombinant HePTP phosphatase activity, OD absorbance; Tyrosine-protein phosphatase non-receptor type 7 (Homo sapiens), P35236; in the data active means inhibition above about 50%;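 further: plate controls were vehicle for no effect and reference inhibitor for full effect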
Target sequence (P35236 whole entry, looked up): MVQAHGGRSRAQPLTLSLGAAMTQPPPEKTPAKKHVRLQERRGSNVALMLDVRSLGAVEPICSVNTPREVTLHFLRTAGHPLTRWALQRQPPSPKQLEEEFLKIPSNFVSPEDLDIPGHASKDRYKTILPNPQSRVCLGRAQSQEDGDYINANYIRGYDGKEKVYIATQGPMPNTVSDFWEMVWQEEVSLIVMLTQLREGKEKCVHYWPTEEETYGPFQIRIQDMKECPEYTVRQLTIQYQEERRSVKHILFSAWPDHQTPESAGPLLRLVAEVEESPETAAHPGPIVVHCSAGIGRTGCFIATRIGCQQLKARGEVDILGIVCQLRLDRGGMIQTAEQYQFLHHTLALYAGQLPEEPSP
* marks the source's active call; other numbers are inactive results; i = inactive; / = not tested or not shown; & = joins results of further samples.

SMILES | BAP1 block | HePTP inhibitor
COc1ccc(C(=O)/C=C/c2ccc(SC)cc2)cc1OC | / | 10
CC(C)Cc1ccc(C(C)C(=O)NC(C)Cc2ccccc2)cc1 (centres undefined) | / | 6
Cc1cccc2cc(CN(Cc3ccco3)C(=O)c3ccncc3)c(=O)[nH]c12 | 86 | 1
COc1ccc(-c2nc(-c3ccc(C(=O)O)cc3)[nH]c2-c2ccc(OC)cc2)cc1 | / | -15
Cc1cccc(N2CCN(C3=NC(=O)C(=C4CCCCC4)S3)CC2)c1 | 88 | 11
O=C(Nc1ccc(NC(=O)c2ccccc2[N+](=O)[O-])cc1)c1ccccc1 | / | -3
CCCCCn1c(SCC(=O)OCC)nc2cc(C(=O)NCc3ccco3)ccc2c1=O | 74 | 4
CC(=Nc1cccc2ccccc12)c1cc(Cl)ccc1O | / | 10
COc1ccc(NC(=O)Nc2cccc(OC)c2)cc1 | 109 | -5
Cc1noc(C)c1C(=O)Nc1sc2c(c1C(N)=O)CCCCC2 | / | 2
CC(N=Cc1ccc(O)cc1)C12CC3CC(CC(C3)C1)C2 (centres undefined) | 62 | /
O=C(NCc1ccccn1)Nc1ccc(F)cc1 | 90 | 12
O=C(c1cccs1)N1CCOCC1 | 80 | -7
CCOC(=O)c1c(-c2ccc(Br)cc2)csc1NC(=S)NC(C)=O | / | 8
CCOC(=O)Cn1nc(-c2ccccc2)nc1-c1ccccc1 | 96 | 2
CCCCOC(=O)C1=C(C)NC2=C(C(=O)CCC2)C1c1ccc(OCC)c(OC)c1 (centres undefined) | 73 | /
Cc1nn(-c2ccccc2)c2nc(-c3ccco3)cc(C(=O)O)c12 | 89 | 15
CCCCNC(=O)c1ccc(NS(=O)(=O)c2ccccc2)cc1 | 73 | 5
CN(C)c1ccc(-c2nc3ccccc3n2C)cc1 | / | 2
O=[N+]([O-])c1ccc(-c2nnc(-c3ccc(F)cc3)o2)cc1 | / | 0
CC(C)Oc1ccc(NC(=O)c2ccncc2)cc1 | 57 | 7
Cc1cc(C)c(/C=N/O)c(C)c1/C=N/O | / | -27
COc1cccc2sc(=NC(=O)c3ccc(S(=O)(=O)N4CCCCC4)cc3)n(C)c12 | 91 | /
O=S(=O)(c1ccc(F)cc1)N1CCC(N2CCN(c3ccccc3)CC2)CC1 | 114 | 8
COc1cccc(-n2nnnc2SCC(=O)NCCc2ccccc2)c1 | 95 | -8

Next compounds.
SMILES | BAP1 block | HePTP inhibitor
CCC(SC1=NCCS1)C(=O)N1c2ccccc2Sc2ccccc21 (centres undefined) | / | -10
COc1ccc(NC(=O)c2ccc3c(c2)C(=O)N(c2cccc(C)c2)C3=O)cc1 | / | -4
O=c1c2c(nc3nc(CCc4ccccc4)[nH]n13)CCC2 | 93 | 9
CCc1noc2c1/C(=N\O)CC(c1ccccc1)C2 (centres undefined) | 102 | 2
Cc1ccc(C2C(C#N)=C(N)Oc3c2oc(CO)cc3=O)o1 (centres undefined) | 97 | 2
C=CCn1c(N)c(S(=O)(=O)c2cccs2)c2nc3ccccc3nc21 | 139 | -1
CCOc1ccccc1/C=C1/SC(NC(C)=O)=NC1=O | / | -14
Cc1cc(/C=N/NC(N)=S)c(C)n1C1CCCCC1 | / | -6
O=C(O)c1cc(NC(=O)c2ccc3c(c2)C(=O)N(CC2CCCO2)C3=O)cc(C(=O)O)c1 (centres undefined) | / | 0
CCOc1ccc(C(=O)COC(C)=O)cc1 | / | 4
Cc1ccc(C2CC(C(F)(F)F)n3nc(C(=O)N4CCCCC4)c(Cl)c3N2)cc1 (centres undefined) | 129 | /
CCC(=O)Nc1cc2c(cc1C(C)=O)OCCO2 | / | 1
O=C(c1ccco1)N1CCN=C1SCc1cccnc1 | 102 | 8
Cc1ccc(NC(=O)c2cc3cc([N+](=O)[O-])ccc3oc2=O)cc1 | / | 10
CSc1nnnn1-c1ccc(C(=O)OCC(=O)N2CCOCC2)cc1 | 109 | -10
COc1ccc(CCNC(=O)Cn2cnc3c(cnn3C(C)(C)C)c2=O)cc1OC | 100 | 3
CCN(CC)/C(N)=N/c1nc(C)cc(C)n1 | / | -2
CCCOc1ccc(C2c3c(oc4cc(C)c(C)cc4c3=O)C(=O)N2CCCN(C)C)cc1 (centres undefined) | 96 | -13
N#Cc1nc(-c2ccccc2F)oc1NCCc1ccccn1 | / | 4
COC(=O)CSc1nc2sc3c(c2c(=O)n1C1CCCCC1)CCN(C)C3 | i | 6
CCOc1ccc2nc(C)cc(C(=O)O)c2c1 | / | 5
CCc1nn(C(C)C(=O)N2CCN(Cc3ccccc3)CC2)c(=O)c2cc3occc3n12 (centres undefined) | 102 | -7
O=c1c2ccccc2nc2n1CCN2Cc1ccc(Cl)cc1 | 101 | 9
O=C(NCc1cccnc1)Nc1cccc(NC(=O)NCc2cccnc2)c1 | 94 | 10
CCc1nnc(NC(=S)NC(=O)c2ccccc2)s1 | / | 0

Continued:
SMILES | BAP1 block | HePTP inhibitor
CC(NS(C)(=O)=O)C(c1cccs1)N1CCN(Cc2ccccc2)CC1 (centres undefined) | 104 | 6
COCCCNC(=O)COc1ccc(Cl)c(C)c1 | 89 | 9
COc1ccc2c(c1)CCc1c(C(=O)Nc3c(C)n(C)n(-c4ccccc4)c3=O)noc1-2 | 100 | -4
Cc1ccc(-c2nc(N)n(C(=O)c3cccnc3)n2)cc1 | 92 | 3
COCc1cc(=O)n2c(-c3ccccc3OC)n[nH]c2n1 | / | 5
C=CCn1c(SCC(=O)Nc2ccc(C(=O)OCC)cc2)nnc1-c1sc(N)nc1C | 146 | 4
COc1ccc(COC(=O)N/N=C(\C)CC(=O)Nc2c(C)cc(C)cc2C)cc1 | / | 9
Cc1cccc(C)c1NC(=O)c1ccc(-c2ccc(Cl)cc2Cl)o1 | / | -15
CCOc1cccc(-c2nnc3sc(-c4ccco4)nn23)c1 | 74 | 7
COC(=O)c1c(NC(=O)COc2ccc(Cl)cc2C)sc2c1CCC2 | 145 | 7
Cc1nc2c(-c3ccccc3)cnn2c(C(C)(C)C)c1C | / | -10
Cc1ccc(CC2C(=O)N(c3ccc(C)cc3)C(=O)C2C)cc1 (centres undefined) | / | 2
O=C(Cc1ccc(Cl)cc1)Nc1ccc(Nc2ccccc2)cc1 | / | -1
O=C(CCCN1C(=O)c2ccccc2C1=O)Nc1ccccc1C(=O)N1CCCCC1 | / | 78*
CCN(CC)CCCNC(=S)Nc1cccc(Cl)c1 | / | -16
COc1cc(C=Nc2cc(Cl)cc(Cl)c2)ccc1O | / | 4
CSc1nc2nc(-c3ccccc3)cc(C(F)(F)F)n2n1 | 70 | 9
CCN(C(=O)CSc1nnc(-c2ccccc2Cl)n1C1CCCC1)C1CCS(=O)(=O)C1 (centres undefined) | 112 | 5
Oc1oc(-c2ccccc2)nc1C=Nc1ccc(Cl)c2cccnc12 | / | 3
O=C(/C=C\c1ccc2c(c1)OCO2)c1ccc(Cl)cc1 | / | -19
CCNc1nc(NCC)nc(-n2nc(C)cc2C)n1 | 91 | 6
OCCN(Cc1ccccc1)CC1CCCCC1 | 105 | 6
N/C(=N\OC(=O)C(c1ccccc1)c1ccccc1)c1cccnc1 | / | 1
Cc1ccc(N(C(C)C(=O)O)S(=O)(=O)c2cccnc2)cc1 (centres undefined) | 101 | 9
CC1(C)CC(=O)C(C=NCCCO)=C(O)C1 | 91 | -6

One compound at a time (already shown). Screens in order: BAP1 block, HePTP inhibitor
CSc1nnnn1-c1ccc(C(=O)OCC(=O)N2CCOCC2)cc1 as listed: 109, -10
COc1ccc(NC(=O)c2ccc3c(c2)C(=O)N(c2cccc(C)c2)C3=O)cc1 as listed: /, -4
Cc1ccc(-c2nc(N)n(C(=O)c3cccnc3)n2)cc1 as listed: 92, 3
Cc1noc(C)c1C(=O)Nc1sc2c(c1C(N)=O)CCCCC2 as listed: /, 2
O=C(NCc1cccnc1)Nc1cccc(NC(=O)NCc2cccnc2)c1 as listed: 94, 10

(next part)
SMILES | BAP1 block | HePTP inhibitor
CC(CCc1ccccc1)C(=O)NO (centres undefined) | 109 | 6
O=C(NCc1ccc2c(c1)OCO2)C1CCN(S(=O)(=O)c2ccc(Br)s2)CC1 | 94 | -4
Cc1cccc(-c2nsc(SCC(=O)Nc3nccs3)n2)c1 | 111 | 8
O=C(NC1CCCC1)C(c1cccs1)N(C(=O)c1ccno1)c1ccccc1 (centres undefined) | 92 | 6
CN(c1ccc(C(=O)Nc2cc(Cl)cc(Cl)c2)cc1)S(=O)(=O)c1ccccc1 | / | -6
COc1ccc(OC)c(N=c2oc3cc(O)ccc3cc2C(N)=O)c1 | 113 | 6
CCCCCCn1cnc2c(c1=O)c1nc3ccccc3nc1n2/N=C/c1ccco1 | 66 | 5
Cc1cc(Nc2cc(C)on2)n2ncnc2n1 | 95 | -2
Cc1ccc(C2CC(C(F)(F)F)n3nc(C(=O)Nc4ccc(C(C)O)cc4)cc3N2)cc1 (centres undefined) | / | 8
O=C1CSC(=NC(=O)c2ccccc2)N1 | 97 | 1
CC(=O)c1cccc(N(CC(=O)O)S(C)(=O)=O)c1 | 72 | 2
CC(=O)N1N=C(c2ccc(Br)cc2)CC1c1cccc([N+](=O)[O-])c1 (centres undefined) | / | -10
O=C1CCC(=O)N1c1nc2nc(-c3ccccc3)cc(-c3ccccc3)n2n1 | 397 | 11
c1ccc(OCCSc2nnc3sc4ccccc4n23)cc1 | 120 | 10
O=C(CN(C(=O)Cn1nnc(-c2cccs2)n1)c1cnc2ccccc2c1)NCC1CCCO1 (centres undefined) | 114 | 12
Cn1c(N2CCOCC2)nc2c1c(=O)n(Cc1ccc(Cl)c(Cl)c1)c(=O)n2C | 96 | 6
COCCNc1oc(-c2ccc(C)cc2)nc1C#N | / | 6
O=C(c1cnn2c(C(F)(F)F)cc(-c3ccco3)nc12)N1CCCCCC1 | 74 | 2
Cc1nc2ccc(C(C(F)(F)F)(C(F)(F)F)C(F)(F)F)cc2[nH]1 | 103 | 8
O=C(/C=C/c1ccco1)Nc1ccc(S(=O)(=O)Nc2nccs2)cc1 | / | 7
O=C1SC(Nc2ccc(O)cc2)C(=O)N1c1ccccc1 (centres undefined) | / | 8
COc1ccc(NC(=S)NC(=O)c2ccc(OC)cc2)cc1 | / | -4
O=C1CC(N2CCC(c3nc4ccccc4o3)CC2)C(=O)N1c1ccc(Cl)cc1 (centres undefined) | 51 | 7
O=C(C1CCCCC1)N(CCN1CCCC1)c1nc2ccccc2s1 | 84 | -4
CCOC(=O)/C=c1\s/c(=C\c2ccc3c(c2)OCCO3)c(=O)n1CC(=O)NCC1CCCO1 (centres undefined) | / | 6

A few values from the entries so far:
Cc1cc(Nc2cc(C)on2)n2ncnc2n1 in HePTP inhibitor: -2
O=C(c1cnn2c(C(F)(F)F)cc(-c3ccco3)nc12)N1CCCCCC1 in BAP1 block: 74

Next section
SMILES | BAP1 block | HePTP inhibitor
CCOC(=O)N1CCN(Cc2nc3c(c(=O)n(C)c(=O)n3C)n2Cc2ccc(F)cc2)CC1 | 93 | 17
Cc1ccc(-c2nc3ccccc3c(C(=O)O)c2C)s1 | / | 9
Cc1cccc(OCc2nnc(SCC(=O)c3cccs3)n2C)c1C | 104 | 11
Cc1ccc(-n2nc(C)c3c(C)cc(=O)oc32)cc1Cl | / | -4
Cc1ccc(NC(=O)NC(C)(C)C)cc1 | / | 3
CCCCOC(=O)C1=C(C)NC(=O)NC1c1cccc(F)c1 (centres undefined) | 113 | /
Cc1cccc(NC2=NC3(CCCCC3)N=C(N)N2)c1C | 114 | 1&14
O=C(Nc1nnc(CCSCCc2nnc(NC(=O)c3ccco3)s2)s1)c1ccco1 | / | 20
O=C(CSc1nnc(-c2ccco2)o1)c1ccc(Br)cc1 | / | -8
CCC(=O)N1N=C2c3cc(OC)ccc3CCC2C1c1ccc(N(C)C)cc1 (centres undefined) | / | -6
O=C(CSC(=S)N1CCOCC1)c1ccc([N+](=O)[O-])cc1 | / | 6
Cc1ccc2ncccc2c1NS(=O)(=O)c1ccccc1 | / | 6
Cc1n[nH]c(C)c1S(=O)(=O)N1CCCC(C(=O)Nc2ccc3c(c2)OCCO3)C1 (centres undefined) | 95 | /
Cc1ccccc1C(=O)Nc1ccc2c(c1)OCO2 | 103 | 2
CCn1c(C(O)c2cccc(OC)c2)nc2ccccc21 (centres undefined) | / | -17
COc1ccccc1/C=C(/C#N)c1nc2ccc(C)cc2[nH]1 | / | 2
CC(C)(C)c1ccc(C2C(C(=O)c3ccco3)=C(O)C(=O)N2c2ncc(S(=O)(=O)c3ccc([N+](=O)[O-])cc3)s2)cc1 (centres undefined) | / | 16
CCCCNCCCCCCOc1c(C)cccc1C | / | -2
NC(=O)c1sc2nc3c(c(-c4cccs4)c2c1N)CCCC3 | 89 | -4
CC(C)NC(=O)C(=O)Nc1ccc(Cl)c(Cl)c1 | / | 8
O=C(O)c1cccc(NS(=O)(=O)c2cccc3cccnc23)c1 | 118 | 4
CC(C)(C)c1cc(C(=O)O)nn1-c1ccccc1 | 101 | 6
CCOC(=O)N1CCC(NC(=O)c2ccc(CNS(=O)(=O)c3ccc(F)cc3)cc2)CC1 | 103 | -5
O=C(N/N=C/c1ccc(O)c([N+](=O)[O-])c1)c1cccnc1 | / | 0
COc1ccc(-c2nc(=S)c3c([nH]2)CCCC3)cc1 | 74 | /
CC(C)OC(=O)CCNc1n[nH]c(=O)[nH]c1=O | / | -1
CCn1c(SCC(N)=O)nc2c(c1=O)C1(CCCC1)Cc1ccccc1-2 | / | -5
CCOC(=O)CC(=O)CSc1nc2c(c(C)c1C#N)CCC2 | 233 | 11

Given with values under each structure: 4 of the compounds above
Order of values – BAP1 block | HePTP inhibitor
COc1cccc(-n2nnnc2SCC(=O)NCCc2ccccc2)c1
→ 95 | -8
NC(=O)c1sc2nc3c(c(-c4cccs4)c2c1N)CCCC3
→ 89 | -4
COc1ccc(NC(=S)NC(=O)c2ccc(OC)cc2)cc1
→ / | -4
COCc1cc(=O)n2c(-c3ccccc3OC)n[nH]c2n1
→ / | 5

Screens (PubChem)
